Screening data from PubChem.
SKN-1 inh: suppressors of acrylamide-induced Pgst-4::GFP reporter in worms, primary screen, SKN-1 inhibitor project, whole organism, uHTS, GFP/RFP fluorescence ratio, strain VP596 | C. elegans VP596 Pgst-4::GFP/RFP ratio, 24 h | inhibition, % at 21.8 µM | AID 624304, 2012 | 360,000 tested, 0.49% active;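 active = interference check ratio from 0.5 to 1.5 plus GFP to RFP signal ratio inhibition reaching or exceeding a fixed threshold, cut at about 30% in these data, passing the limit was not always enough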; note: some compounds called inactive have numbers as strong as hits
FAS TE block: FAS thioesterase domain inhibitors, primary screen, biochemical, fluorescence intensity, uHTS. 360,000 tested, 0.67% active. inhibition, % at 15 µM. recombinant FAS-TE, OMFH fluorogenic substrate, fluorescence endpoint. AID 602261, 2012. Fatty acid synthase (Homo sapiens), P49327;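 active = compounds whose normalised, plate-corrected inhibition of enzyme fluorescence in the single-dose primary screen is 50% or more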;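 note: 0% = DMSO with enzyme and 100% = substrate without enzyme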
Neddyl block: inhibitors of cullin neddylation, primary screen, biochemical, TR-FRET, uHTS, NAE and Ubc12; NEDD8-conjugating enzyme Ubc12 (Homo sapiens) + NEDD8-activating enzyme E1 regulatory …; calls only at 25 µM; 360,000 tested, 0.58% active; in the data active = inhibition above about 36%
Target sequence (P61081 whole entry, looked up): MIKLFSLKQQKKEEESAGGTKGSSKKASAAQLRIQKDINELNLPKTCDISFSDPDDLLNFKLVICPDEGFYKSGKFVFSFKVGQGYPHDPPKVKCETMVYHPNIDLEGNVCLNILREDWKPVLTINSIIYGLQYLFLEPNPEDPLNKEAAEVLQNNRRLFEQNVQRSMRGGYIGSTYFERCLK
Target sequence (Q13564 whole entry, looked up): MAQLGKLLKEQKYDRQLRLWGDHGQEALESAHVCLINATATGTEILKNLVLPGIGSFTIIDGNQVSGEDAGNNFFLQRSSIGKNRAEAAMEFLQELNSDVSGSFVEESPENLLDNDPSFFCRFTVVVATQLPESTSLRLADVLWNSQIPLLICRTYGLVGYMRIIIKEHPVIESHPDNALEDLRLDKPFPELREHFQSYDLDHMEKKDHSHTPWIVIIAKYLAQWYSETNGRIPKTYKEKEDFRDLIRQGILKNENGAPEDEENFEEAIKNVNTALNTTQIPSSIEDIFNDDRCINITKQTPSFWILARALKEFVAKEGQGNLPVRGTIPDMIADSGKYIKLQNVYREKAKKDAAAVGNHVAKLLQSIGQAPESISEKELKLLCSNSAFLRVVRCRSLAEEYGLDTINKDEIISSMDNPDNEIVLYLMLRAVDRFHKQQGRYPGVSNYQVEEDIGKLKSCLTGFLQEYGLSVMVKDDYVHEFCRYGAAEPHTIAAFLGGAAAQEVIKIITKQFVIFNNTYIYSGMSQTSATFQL
MLLE-PAM2 inh: inhibitors of PABP1 MLLE–PAM2 peptide binding, primary screen, biochemical, fluorescence polarization, FITC-PAM2, GST-MLLE | Polyadenylate-binding protein 1 (Homo sapiens), P11940 | inhibition, % at 20 µM | 360,000 tested, 0.36% active; in the data active = inhibition above about 35%, passing the limit was not always enough;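 note: plate controls were DMSO wells with GST-MLLE for no effect and wells lacking GST-MLLE protein for full effect; some results filed as inactive read as strong as hits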
NRP1-CendR mod: modulators of CendR peptide binding to NRP-1, primary screen, biochemical, fluorescence polarization, uHTS; inhibition, % at 25 µM; FAM-RPARPAR peptide binding to NRP-1; 360,000 tested, 0.85% active; AID 602438, 2012;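 active = inhibition or corrected inhibition above about 18%, plus a signal ratio from 0.5 to 1.5, limit read from the data, passing the limit was not always enough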; note: strong numbers were not always called active
Rin1-Abl PPI inh: inhibitors of Rin1-Abl protein binding, primary screen, biochemical, TR-FRET | 360,000 tested, 0.4% active | Tyrosine-protein kinase ABL1 (Homo sapiens) + Ras and Rab interactor 1 (Homo sapiens), … | inhibition, % at 7.35 µM | AID 588664, 2011; in the data active = inhibition above about 5%, passing the limit was not always enough
MT1-MMP act inh: blockers of MT1-MMP proenzyme processing, primary screen, HT1080 RFP-PRO-GFP cells, GFP/RFP fluorescence; GFP/RFP ratio fluorescence, overnight; percent of plate control window, DMSO zero; GFP/RFP ratio change, % at 20 µM; 360,000 tested, 0.061% active;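 active = GFP/RFP ratio change of at least 30% with cell ATP level not reduced by more than half and red fluorescence within 50% of control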; note: strong numbers were not always called active
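Material: RFP-PRO-GFP reporter HT1080 cells. Dosing: single-point 20 µM compound, 1% DMSO. Controls: DMSO and RFP-L50D-GFP cell wells. Timing: cells overnight before dosing, compound overnight, 37 °C, 5% CO2. Measure: GFP/RFP fluorescence ratio.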
bovine MsrA act: bovine MsrA enzyme activators, primary screen, biochemical, absorbance, HTS. 360,000 tested, 0.3% active. purified bovine MsrA, absorbance read-out. AID 602163, 2012. activation, % at 10.6 µM. Methionine sulfoxide reductase A (Bos taurus); in the data active = activation above about 7.5%;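 note: 0% = vehicle and 100% = reference activator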
E coli Lon inh: inhibitors of E. coli Lon protease, primary screen, biochemical, fluorescence polarization; purified E. coli Lon protease; 360,000 tested, 0.42% active; AID 602123, 2011; inhibition, % at 7.94 µM; in the data active = inhibition above about 13%, passing the limit was not always enough;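 note: 0% = enzyme with probe and DMSO and 100% = no enzyme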
An asterisk follows results filed as active; i = inactive; x = not tested or not shown; + = active, no number.

#	compound	SKN-1 inh	FAS TE block	Neddyl block	MLLE-PAM2 inh	NRP1-CendR mod	Rin1-Abl PPI inh	MT1-MMP act inh	bovine MsrA act	E coli Lon inh
1	C=CCNC(=O)Cc1ccc(S(=O)(=O)N2CCOCC2)s1	-4	-6	i	-5	-3	-2	2	-2	-4
2	O=C(CCC(=O)Nc1ccc(F)cc1)N/N=C/c1ccc(Br)cc1	-8	-3	i	-4	-6	-2	0	-3	-6
3	O=C(c1cccc([N+](=O)[O-])c1)c1ccc2[nH]c(=O)[nH]c2c1	19	4	i	2	1	0	5	-3	-1
4	O=C1c2cccc3cccc(c23)C(=O)N1Cc1ccccn1	-6	-5	i	7	-8	-3	0	-5	-2
5	O=C(Nc1sc2c(c1C(=O)N1CCOCC1)CCCCC2)c1cccnc1	-10	-5	i	5	1	1	-2	-11	-3
6	CC(=O)Nc1cc(C(=O)N2CCCC2)ccc1Sc1ccc(C)cc1	8	-8	i	-18	-3	-1	2	-6	-12
7	COc1cccc(Cn2cc(C)cc(NC(=O)NCc3ccccc3)c2=O)c1	23	-2	i	-8	-14	1	0	-3	-6
8	O=C(NCc1cccnc1)Nc1cc(Cl)cc(Cl)c1	7	2	i	-12	10	2	1	-8	2

Grouped by structure: the compounds so far with sulfur (three)
#	compound	SKN-1 inh	FAS TE block	Neddyl block	MLLE-PAM2 inh	NRP1-CendR mod	Rin1-Abl PPI inh	MT1-MMP act inh	bovine MsrA act	E coli Lon inh
1	C=CCNC(=O)Cc1ccc(S(=O)(=O)N2CCOCC2)s1	-4	-6	i	-5	-3	-2	2	-2	-4
5	O=C(Nc1sc2c(c1C(=O)N1CCOCC1)CCCCC2)c1cccnc1	-10	-5	i	5	1	1	-2	-11	-3
6	CC(=O)Nc1cc(C(=O)N2CCCC2)ccc1Sc1ccc(C)cc1	8	-8	i	-18	-3	-1	2	-6	-12

(list continues)
#	compound	SKN-1 inh	FAS TE block	Neddyl block	MLLE-PAM2 inh	NRP1-CendR mod	Rin1-Abl PPI inh	MT1-MMP act inh	bovine MsrA act	E coli Lon inh
9	COc1cc(CN2CCC(C(=O)NC(c3ccc(F)cc3)c3ccc4ccccc4n3)CC2)cc(OC)c1 (configuration not stated)	4	5	i	-7	-12	-1	0	-1	-4
10	CC(=O)Nc1sc2c(c1C(c1ccncc1)N1CCOCC1)CCCC2 (configuration not stated)	-4	-8	i	5	-9	-4	-2	0	-4
11	CN(C(=O)c1cccc(NC(=O)C2CCN(C(=O)OC(C)(C)C)CC2)c1)C1CCC1	11	-9	i	-14	-4	5	6	-5	12
12	CCOC(=O)c1ccc(NC(=O)C2(c3ccc(OC)cc3)CCCC2)cc1	-13	22	i	-16	10	1	-3	-2	3
13	CC(C)(C)C(=O)COC(=O)c1c2c(nc3ccccc13)CCC2	4	2	i	3	7	-2	-4	-3	0
14	CCCCN(C)S(=O)(=O)c1ccc(C(=O)Nc2nnc(-c3ccco3)o2)cc1	-4	-3	i	13	0	1	-3	0	4
15	Cc1cc(C)n(CC(=O)NNC(=O)COc2ccc(F)cc2Br)n1	-11	-5	i	-22	-8	1	-2	-3	-4
16	Cc1nn(C(=O)c2cccnc2)c(C)c1Sc1ccc(Br)cc1	-2	9	i	-11	8	0	5	-2	-1
17	CCC1(c2ccccc2)NC(=O)N(CC(=O)Nc2cc(S(=O)(=O)N3CCCCC3)ccc2OC(C)C)C1=O (configuration not stated)	4	16	i	-25	-18	2	5	0	9
18	Cc1ccc(S(=O)(=O)NCc2ccccc2C)cc1	2	-3	i	6	4	-1	-1	-3	-8
19	CC(C)C(=O)n1nc(-c2cccnc2)nc1NCc1ccc(F)cc1	-13	9	i	-9	-3	-2	2	2	1
20	CCOC(=O)C1=C(COC(=O)COc2ccccc2C(C)C)NC(=O)NC1C (configuration not stated)	-21	5	i	2	-3	3	4	-4	-4
21	Nn1c(-c2ccccc2)nc2cc(Cl)ccc2c1=O	3	-4	i	-4	-5	2	-13	-1	-3
22	C=CCNc1n[nH]c(=S)s1	-3	-8	i	28	0	0	-4	3	17
23	Cc1ccc(S(=O)(=O)N2CCN(C(=O)CSc3nc4ccccc4c(=O)[nH]3)CC2)cc1	-2	0	i	-9	-20	3	0	-7	-7
24	CCCn1c(=O)c2ccccc2n2c(SCCOc3ccccc3F)nnc12	10	5	i	-20	3	3	-2	-2	-9
25	C=CCN1C(=O)c2ccc(C(=O)N3CCN(S(=O)(=O)c4cc(C)ccc4C)CC3)cc2C1=O	-1	10	i	-2	4	1	-2	-8	1
26	COC(=O)NN=C1CCC(c2ccccc2)CC1 (configuration not stated)	2	0	i	-8	-7	-3	1	-2	-1
27	COc1ccc(S(=O)(=O)N2CCN(C3CCN(Cc4ccccc4)CC3)CC2)cc1	-19	-2	i	2	-1	0	-1	-11	-3
28	Cc1cccc(N2C(=O)CC(c3ccc(F)cc3)C3=C2COC3=O)c1 (configuration not stated)	-14	-8	i	-1	18	-2	-4	-13	-3
29	Cc1ccc(C(=O)Nc2ccc3c(c2)OCO3)cc1S(=O)(=O)N1CCOCC1	2	2	i	3	5	-1	1	-4	-7
30	O=C(O)c1cc(S(=O)(=O)Nc2cccc3ccccc23)c(Cl)cc1Cl	15	-1	i	10	-2	-1	2	-4	-1
31	COc1ccc(-n2ccc(=O)c(C(=O)O)n2)cc1	11	-7	i	1	8	6	-1	-7	0
32	Cc1ccc([N+](=O)[O-])cc1-c1ccc(/C=N/NC(=O)CN2CCOCC2)o1	6	4	i	11	-13	-1	2	-2	1
33	Cc1occc1C(=O)Nc1sc2c(c1C(N)=O)CCC(C(C)(C)C)C2 (configuration not stated)	-11	4	i	26	0	-5	6	-15	-8
34	COc1ccc(/C=N\N=C2/SC(CC(=O)O)C(=O)N2c2ccc(O)cc2)cc1 (configuration not stated)	-6	-9	i	16	6	6	-1	-4	-1
35	Cc1cccc(N=[N+]([O-])c2cccc(C)n2)n1	14	-8	i	2	2	-1	4	-3	-4
36	O=C(c1cc(N2CCCCC2)nc2ccccc12)N1CCOCC1	0	0	+	-4	8	-1	-3	-11	2
37	O=C(NC(=S)Nc1ccccc1Cl)c1cncc(Br)c1	-2	6	i	43*	4	1	-4	0	2
38	O=C(Nc1ccccc1)c1cc([N+](=O)[O-])ccc1N1CCCCC1	21	47	i	-13	7	2	1	-5	-7
39	CCCOC(=O)c1cc(-c2ccc(/C=C3/C(=O)N(C)C(=O)C(C#N)=C3C)o2)ccc1Cl	2	4	i	-2	-11	-2	-33	-3	-51
40	Cc1cccc(-n2nnc(C(=O)N3CCc4ccccc4C3)c2N)c1	-5	7	i	4	-2	-1	2	2	2
41	CC(C)CC1NC(=O)N(CC(=O)Nc2cc([N+](=O)[O-])ccc2F)C1=O (configuration not stated)	-11	17	i	-4	1	1	-1	-10	10
42	Cn1c(CCc2nc3ccccc3[nH]2)nnc1SCC#N	-2	-3	i	6	16	2	-3	-9	-5
43	CCCn1nc(C(=O)Nc2cccc(C(=O)OC)c2)c2ccccc2c1=O	-7	14	i	-6	-2	2	4	-1	6
44	CNS(=O)(=O)c1ccc(C(C)(C)C)cc1	-7	-2	i	-10	1	0	-5	-2	3
45	Cc1ccc2nc(COC(=O)CNC(=O)c3ccccc3)cn2c1	1	-5	i	-10	9	-1	-5	-5	4
46	CCOC(=O)c1c(NC(=O)c2cccnc2Cl)sc(C(=O)N(C)C)c1C	2	-8	i	13	-6	-1	2	-3	0
47	CC(C(=O)NCc1ccccc1Cl)N1C(=O)c2ccccc2C1=O (configuration not stated)	5	0	i	0	14	-3	0	0	-1
48	COCC(=O)N(C)C[C@H]1Oc2ncc(C#C[C@H](C)O)cc2C(=O)N([C@@H](C)CO)C[C@H]1C	1	-6	i	13	-12	-3	5	-1	-5
49	Cc1ccc(C2C3=C(CCCC3=O)Nc3nc(SCC(=O)NCc4ccco4)[nH]c(=O)c32)cc1 (configuration not stated)	0	-3	x	-11	0	3	-1	-1	6
50	CC(=O)C1=C(C)Nc2ncnn2C1c1ccc(F)cc1 (configuration not stated)	0	-8	i	-1	6	-1	1	-6	-16
51	COc1cccc(/C=C/C(=O)NNC(=O)c2ccccc2)c1OC	-6	-6	i	3	2	2	-1	-4	-19
52	C=C(Cl)COC(=O)[C@H]1C2C=CC(C2)C1C(=O)O (some centres not stated)	-13	-3	i	-10	-9	1	-6	-3	5
53	COc1cc(NC(=O)Cn2cnc3c(NCc4ccccc4)ncnc32)cc(OC)c1OC	1	-6	i	-11	-17	0	5	1	-8
54	O=[N+]([O-])c1cccc(S(=O)(=O)N2CCCCC2c2cccnc2)c1 (configuration not stated)	9	-2	i	4	0	-1	-1	-2	-5
55	O=C(CSC1CCCCC1)N1CCN(c2ccccc2)CC1	3	3	i	14	6	-3	-7	-2	4
56	Oc1ccc(-c2nc3ccccc3nc2-c2ccccc2)cc1	11	13	i	2	-10	-5	-4	-2	-2
57	O=c1c(/C=N/OCc2ccc(Cl)cc2Cl)c[nH]n1-c1cccc(Cl)n1	21	2	i	-8	7	3	1	-6	3
58	CCOC(=O)CCn1nc(-c2ccc(Cl)cc2)cc1N	11	-3	i	4	5	-1	-3	-8	-5
59	Oc1ccccc1/C=N/n1c2ccccc2c2ccccc21	5	20	i	1	-4	3	-5	-4	-7
60	O=C(c1ccco1)N1N=C(c2ccco2)CC1c1ccc(Cl)cc1Cl (configuration not stated)	20	18	i	1	-13	-1	1	0	-6
61	Cc1c(C(=O)OCC(=O)Nc2ccc(N3CCOCC3)cc2)oc2ccccc12	8	0	i	0	5	-2	-6	-2	-3
62	Cc1ccc(-c2nc(-c3cccnc3)no2)c(C)c1	15	4	i	-9	7	1	3	-11	-4
63	C=CCNC(=S)NNC(=O)c1cccnc1	1	-8	i	22	-34	1	4	-5	9
